# PLK1 PBD block – qHTS for Inhibitors of PLK1-PDB (polo-like kinase 1 - polo-box domain): Primary Screen; Serine/threonine-protein kinase PLK1 (Homo sapiens), P53350; Plk1 PBD binding of FITC phosphopeptide, fluorescence polarization; Potency, µM, without a hit: max response, negative = inhibition, actives largely listed as inhibitors; actives 2.8% (n = 360,000); note: potency is the fitted concentration of half-maximal effect; series mostly up to about 57 µM; % is set by controls: 0 for no effect and ±100 for the full control effect; nearly all actives have a fitted effect of over 65% in size
# EPAC1 agonist – qHTS for Agonist of cAMP-regulated guanine nucleotide exchange factor 3 (EPAC1): primary screen | Rap guanine nucleotide exchange factor 3 (Homo sapiens), O95398 | EPAC1 agonist qHTS, biochemical assay; response scale: 100% = response to 6.5 mM cAMP | Potency, µM (highest dose often 154 µM), for inactives: top-dose activation, most hits filed as activators | actives 0.073% (n = 360,000) | AID 720707, 2013; note: potency is the fitted concentration of half-maximal effect; nearly all actives have a fitted effect of over 60% in size
# Target sequence (O95398 whole entry, looked up): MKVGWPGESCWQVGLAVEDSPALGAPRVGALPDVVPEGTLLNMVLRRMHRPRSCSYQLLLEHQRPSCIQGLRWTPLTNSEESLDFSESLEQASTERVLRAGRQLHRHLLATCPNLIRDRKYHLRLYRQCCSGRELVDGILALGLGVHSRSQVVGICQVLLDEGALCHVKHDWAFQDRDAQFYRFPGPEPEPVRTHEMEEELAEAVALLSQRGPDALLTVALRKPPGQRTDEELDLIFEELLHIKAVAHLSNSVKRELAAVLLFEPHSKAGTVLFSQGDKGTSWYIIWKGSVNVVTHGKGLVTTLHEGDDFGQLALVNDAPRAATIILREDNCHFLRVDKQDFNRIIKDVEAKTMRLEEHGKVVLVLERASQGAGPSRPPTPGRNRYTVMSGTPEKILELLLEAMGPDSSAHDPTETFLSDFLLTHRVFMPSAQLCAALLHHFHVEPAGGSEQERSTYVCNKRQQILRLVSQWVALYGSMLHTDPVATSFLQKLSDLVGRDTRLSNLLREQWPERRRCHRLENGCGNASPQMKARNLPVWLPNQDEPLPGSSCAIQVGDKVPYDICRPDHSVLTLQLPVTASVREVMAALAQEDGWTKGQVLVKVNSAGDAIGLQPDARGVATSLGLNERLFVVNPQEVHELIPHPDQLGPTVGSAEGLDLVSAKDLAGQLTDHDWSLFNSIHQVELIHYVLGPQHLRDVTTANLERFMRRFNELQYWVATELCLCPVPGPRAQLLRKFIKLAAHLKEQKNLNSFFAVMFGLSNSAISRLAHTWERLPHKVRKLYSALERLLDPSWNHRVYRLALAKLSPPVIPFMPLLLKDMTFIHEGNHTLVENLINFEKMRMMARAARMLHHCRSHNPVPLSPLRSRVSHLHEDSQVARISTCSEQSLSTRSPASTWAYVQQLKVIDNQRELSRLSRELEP
#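 Fluorescent GDP-exchange assay: 100 nM EPAC1 with 250 nM Rap1B preloaded with BODIPY-GDP and 50 uM GDP; compounds tested as concentration series, 5 min at room temperature, then read every 5 min for 30 min (ex 480/em 540 nm); normalized to 6.5 mM cAMP.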
# FUS yeast rescue – qHTS for Suppressors of FUS Proteinopathy: Primary screen using FUS-linked yeast assay | S. cerevisiae FUS-expressing, growth rescue, OD600, 24 h | Potency, µM (series often up to 76.6 µM), for inactives: at the top dose growth rescue (activation), most hits filed as activators | actives 0.24% (n = 390,000);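 note: potency is the fitted concentration of half-maximal effect; plate controls were DMSO vehicle for no effect and reference control for full effect; nearly all actives have a fitted effect of over 55% in size; some results filed as inactive show a strong effect at the top dose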
#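 Cultures pregrown in 2.5% raffinose medium are shifted to minimal medium containing 2% galactose to express toxic FUS. Compounds are tested at several concentrations. After 24hr at 30C, growth is quantified at 600 nm absorbance.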
# Abeta rescue – qHTS for compounds that reverse cellular toxicity of Amyloid beta (A-beta) peptide in yeast: Primary Screen | AID 1347071, 2019 | yeast expressing A-beta42, growth rescue, OD600, 48 h; response scale: 0% DMSO, 100% iron-clioquinol control | Potency, µM (doses to about 46.1 µM), without a hit: top-dose growth rescue, most hits filed as activators | actives 0.063% (n = 410,000); note: potency is the fitted concentration of half-maximal effect; nearly all actives have a fitted effect of over 55% in size
#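 Yeast growth medium received pinned compounds, then yeast cells expressing toxic A-beta were added; plates incubated at 30 C for 48 hr. Growth read as absorbance at 600 nm, normalized to DMSO and equimolar FeCl3 plus clioquinol controls.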
# WRN helicase inh – qHTS for Inhibitors of WRN Helicase | actives 0.46% (n = 360,000) | Bifunctional 3'-5' exonuclease/ATP-dependent helicase WRN (Homo sapiens), Q14191 | AID 651768, 2012 | WRN helicase unwinding, fluorescent forked duplex, kinetic | Potency, µM (highest dose often 114 µM), for the others: top-dose activity change, negative = inhibition, most hits filed as inhibitors; note: potency is the fitted concentration of half-maximal effect; % is set by controls: 0 for no effect and ±100 for the full control effect; nearly all actives have a fitted effect of over 55% in size
#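 Kinetic fluorescence helicase assay: unwinding of a quenched forked DNA duplex (100 nM final) with 2 mM ATP final raises red fluorescence (525/598 nm). Compounds sat 15 min at room temperature with 20 nM WRN beforehand.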
# IL-2 act – qHTS of IL-2 Activators | actives 0.065% (n = 360,000) | activation, % (series mostly up to about 46 µM) | IL-2 activation reporter assay, cell-based qHTS; stimulated with anti-CD3/CD4/CD28 beads; in transgenic mouse T cells; in the data active = activation above about 50%; inconclusive = mostly about 30% to 49%; note: 0% is about no effect
#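 Readout: EGFP and DsRed signals by fluorescent plate cytometry. Unstimulated transgenic mouse T cells received compound 60 min before antibody-bead stimulation, then incubated 18 h at 37 degrees C.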
# aSyn yeast inh – qHTS of alpha-syn Inhibitors. Yeast expressing alpha-synuclein, growth rescue, BacTiter-Glo, 24 h. Potency, µM (doses to about 46.1 µM), without a hit: at the top dose growth rescue (activation), usual class: activators. actives 0.14% (n = 370,000); note: potency is the fitted concentration of half-maximal effect; % of control where 0% means no effect; nearly all actives have a fitted effect of over 65% in size
#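 Rescue of yeast growth: cells expressing toxic alpha-synuclein, induced in galactose at OD600 0.02, incubated with compound 24 h at 30 C. ATP luminescence quantified growth; inhibitors of toxicity appear as activators.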
# EPAC1 antagonist – qHTS for Antagonist of cAMP-regulated guanine nucleotide exchange factor 3 (EPAC1): primary screen; AID 720709, 2013; Potency, µM (series often up to 115 µM), for inactives: at the highest dose activity change, negative = inhibition, most hits filed as inhibitors; EPAC1 GEF assay, Rap1b-BODIPY-GDP exchange fluorescence; actives 0.14% (n = 360,000); Rap guanine nucleotide exchange factor 3 (Homo sapiens), O95398;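 note: potency is the fitted concentration of half-maximal effect; plate controls were vehicle for no effect and positive control for full effect; nearly all actives have a fitted effect of over 50% in size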
# PI5P4K alpha inh – qHTS for Inhibitors of phosphatidylinositol 5-phosphate 4-kinase (PI5P4K); Phosphatidylinositol 5-phosphate 4-kinase type-2 alpha (Homo sapiens), P48426; PI5P4Kalpha enzyme, ADP-Glo luminescence, 60 min; hits give low values; max response, %; actives 1.2% (n = 330,000); AID 652105, 2013; active = max response of -50% or lower; inconclusive = between -30% and -50%; inactive = -30% or higher; note: value at the top dose of about 77 µM; % is set by controls: 0 for no effect and ±100 for the full control effect
#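 Compounds were pin-transferred onto PI5P4Kalpha and substrate in HEPES pH 7.4 buffer with EGTA, CHAPS and 5% DMSO. ATP (5 microM final) started the reaction, which ran 60 minutes at room temperature before ADP-Glo detection.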
# * marks the source's active call; other numbers are inactive results; ? = inconclusive; . = not tested or not shown; [ ] = dose if it differs, or a comment. Unless noted, calls come from the whole dose curve; as a rule, active = well fitted curve in the direction sought with a large enough effect; inconclusive = small, poorly fitted or top-dose-only effect, or another doubt; inactive = no such curve, though single readings can be large; an effect the other way counts as inactive or inconclusive.
SMILES,PLK1 PBD block,EPAC1 agonist,FUS yeast rescue,Abeta rescue,WRN helicase inh,IL-2 act,aSyn yeast inh,EPAC1 antagonist,PI5P4K alpha inh
CCOc1ccc(Cl)cc1-c1cc(C(=O)Nc2ccc(C(C)C)cc2)[nH]n1,-7%,-9%,30%,-9%,-8%,-0.6,-14%,-18%,17
COc1cc2c(cc1OC)CN(C(=O)CSc1nnc(C)s1)CC2,-13%,9%,16%,13%,-4%,0.8,0%,-9%,-7
COc1cnc(-c2ccccc2)nc1OC,8%,3%,1%,-24%,6%,-1.9,8%,-4%,2
O=C(O)CCC(=O)Nc1ccccc1N1CCOCC1,-1%,-2%,-6%,19%,3%,0.2,-1%,-7%,0
COc1ccc([N+](=O)[O-])cc1NCc1ccccc1C,2%,8%,3%,-35%,-21%,-0.7,-29%,0%,.
CC(=O)Oc1ccccc1Cn1c(C)c(C(=O)NCc2cccc([N+](=O)[O-])c2)sc1=O,-9%,6%,21%,-9%,4%[57.1 µM],-0.2,0%,-14%,0
O=C1NC2=C(C(=O)CCC2)C(c2ccccc2[N+](=O)[O-])N1 (stereo not drawn),-10%,-6%,-35%,-6%,-15%[57.1 µM],0.7,3%,8%,0
Cc1ccc(Cn2c(C(CO)Nc3nc(-c4ccc(Cl)c([N+](=O)[O-])c4)cs3)nc3ccccc32)cc1 (stereo not drawn),-2%,6%,?,6%,-7%,-0.1,?,-8%,2
CCC(CC)NC(=O)c1oc2ccccc2c1COc1ccccc1,-4%,-2%,.,14%,-21%,-0.5,3%,?,30
COCCNC(=O)C1(C)CCCN(C(=O)COc2ccccc2)C1 (stereo not drawn),1%,-1%,-6%,-9%,-5%,-0.3,-3%,-6%,1
O=C(c1cccc(S(=O)(=O)N2CCCCC2)c1)N1CCOCC1,2%,-10%,8%,-4%,9%,-0.5,0%,9%,1
Cc1cc(C(=O)CN2C(=O)NC3(CCCCC3)C2=O)c(C)n1-c1ccc2c(c1)OCO2,24µM*,9%,?,-10%,3%,-3.0,3%,?,-17
O=C(CSc1ncn[nH]1)NCc1ccc2c(c1)OCO2,0%,1%,-3%,-5%,1%,-0.4,3%,13%,-5
CC(C)NC(=O)N1Cc2cc(C(=O)NC3CCCC3)nc(-c3cccc(-c4cccnc4)c3)c2[C@H]1CCO,-3%,-1%,28%,-2%,-1%,-0.6,-1%,-10%,0
OCCNc1nc(Nc2ccc(O)cc2)nc2ccccc12,-4%,12%,-17%,5%,-32%,-0.8,-1%,-20%,0
O=S(=O)(c1ccccc1)N(Cc1ccc(Cl)cc1)c1ccncc1,-17%,-3%,9%,-3%,10%,0.5,0%,-19%,-12
O=C(c1cc(-c2ccc(Cl)s2)nc2ccccc12)N1CCCC1,-17%,-4%,17%,25%,-25%,-3.3,8%,10%,-4
Cc1ccc2oc(C(=O)N(Cc3ccc(N(C)C)cc3)C3CCS(=O)(=O)C3)c(C)c2c1 (stereo not drawn),-2%,0%,.,-27%,-18%,-2.5,4%,-25%,0
COc1ccc(NC(=O)CSc2nnc(-c3cccs3)n2Cc2ccco2)cc1OC,-12%,13%,29%,0%,5%,-0.6,6%,0%,.
Cc1nc(CSc2n[nH]c(=O)n2-c2ccccc2)cs1,2%,1%,6%,2%,3%,0.9,1%,12%,1
Cc1ccccc1NC(=O)c1ccccc1NC(=O)c1cccs1,3%,3%,-36%,10%,0%[57.1 µM],-0.5,3%,8%,0
COc1ccc(-c2nc(CS(=O)CC(=O)NCc3ccco3)c(C)o2)cc1 (stereo not drawn),-15%,-9%,-6%,2%,5%,-1.4,5%,-9%,-2
O=C(CN1C(=O)NC2(CCCC2)C1=O)Nc1ccccc1C(F)(F)F,3%,-7%,24%,-6%,-8%,2.4,1%,2%,2
COc1ccc(C2=NN(C(=O)CSc3cn(C)c4ccccc34)C(c3ccc(OC)cc3)C2)cc1 (stereo not drawn),-7%,1%,29%,-4%,-3%,-4.6,23%,-9%,6
Cc1cc(N2CCN(c3nnnn3-c3ccccc3)CC2)n2ncnc2n1,1%,-9%,6%,22%,-2%,-2.7,-13%,7%,-2
O=C(N/N=C/c1cccc([N+](=O)[O-])c1)c1ccc2c(c1)OCCO2,-7%,7%,28%,-3%,-3%,-1.0,0%,-17%,1
CC1(C)CC(=O)C(C(=S)Nc2ccccc2)=C(NCCN2CCOCC2)C1,-5%,9%,-4%,-4%,1%,-1.5,.,-9%,0
Cc1cccc(-n2ncc(C#N)c2N)c1,-9%,1%,-21%,4%,?,0.1,5%,-25%,10
COc1ccc(S(=O)(=O)N2CCCC(C(=O)NCCN3CCOCC3)C2)cc1C (stereo not drawn),-9%,5%,39%,-1%,9%,4.1,0%,-6%,-8
Cc1ccc(NC(=O)CN(C)C(=O)c2ccc(Cl)c(S(=O)(=O)NCc3ccco3)c2)cc1,-8%,10%,10%,-10%,-1%,0.9,-4%,-4%,0
Cc1ccc(S(=O)(=O)NCC(=O)NCc2cc(=O)n(C)c(=O)n2C)cc1,-7%,-7%,-17%,-1%,-7%,-2.4,0%,-3%,14
Cn1cc([N+](=O)[O-])c(C(=O)N/N=C/c2cc3c(cc2Br)OCO3)n1,-16%,2%,-14%,-15%,-1%,1.0,-4%,-15%,-7
Cc1ccc(C(=O)NC(NCC2CCCO2)C(Cl)(Cl)Cl)cc1 (stereo not drawn),-11%,6%,.,28%,-12%,-0.4,1%,7%,4
CCOc1ccc(CCN2C(=O)C(=O)N([C@@H](CC(C)C)CN3CCC[C@H]3CN3C(=O)C(=O)NC[C@@H]3Cc3ccccc3)C[C@@H]2CC(C)C)cc1,0%,-3%,19%,0%,-1%,-0.1,2%,6%,4
Cc1ccc(S(=O)(=O)NCCSc2ccccc2)cc1[N+](=O)[O-],2%,-3%,-1%,13%,-17%,-0.4,?,-15%,-4
CCn1nnc2cc(C(=O)N3CCC(C(=O)OC)CC3)ccc21,-5%,1%,12%,8%,-12%,0.6,-5%,1%,-1
O=C(COC(=O)c1ccc(F)c(S(=O)(=O)N2CCOCC2)c1)NCc1ccc(F)cc1,-7%,6%,7%,18%,-25%,-0.8,-3%,-12%,-8
COc1cc(/C(C)=N/NC(=O)Cc2c(C)[nH][nH]c2=O)ccc1O,11%,-17%,.,14%,-7%,0.0,-8%,-19%,-2
Cn1c2c(c(=O)n(C)c1=O)CN(Cc1ccc3c(c1)OCO3)CN2,3%,8%,15%,-6%,-3%,0.9,0%,-1%,7
O=c1c2cccnc2nc2n1CCCCC2,2%,-6%,7%,1%,-16%,-1.5,-1%,4%,-1
COc1cccc(CNS(=O)(=O)c2c(C(=O)N3CCCC3)c(C)n(C)c2C)c1,-5%,16%,10%,7%,-4%,-0.8,0%,11%,-3
COCCCNC(=O)CCn1c(=O)c2ccccc2n(CC(=O)Nc2ccc(C)cc2C)c1=O,-2%,2%,-5%,-4%,4%,0.1,8%,7%,7
CC(C)(C)c1cc(CCC(=O)NCC2CCCO2)cc(C(C)(C)C)c1O (stereo not drawn),-5%,-16%,28%,-3%,6%,-3.1,1%,-23%,-2
COc1ccc2nc(-c3ccccn3)[nH]c2c1,0%,8%,9%,-19%,-2%,1.0,-11%,10%,-4
O=C(Cn1cc([N+](=O)[O-])cn1)N1N=C(C(F)F)CC1(O)C(F)F (stereo not drawn),-14%,5%,12%,0%,2%,0.2,5%,0%,.
COc1ccc(CNC(=O)c2cc(C(=O)C3CC3)c[nH]2)cc1,9%,-4%,20%,-6%,-6%,-1.0,7%,-5%,-2
O=[N+]([O-])c1cccnc1N/N=C/c1ccccc1O,0%,7%,-37%,-16%,6%,-0.7,-3%,6%,-2
N#C/C(=C(/O)Cc1ccccc1)P(=O)(c1ccccc1)c1ccccc1,-10%,-4%,9%,5%,3%,0.2,0%,8%,-1
COc1cc(NS(=O)(=O)c2ccc(NC(=O)CN3C(=O)c4ccccc4C3=O)cc2)ncn1,4%,3%,-20%,7%,7%,0.5,8%,11%,-8
CCN(CC)c1ccc(C2NC(=O)c3ccccc3N2)cc1 (stereo not drawn),-1%,-1%,.,4%,4%,-1.9,7%,-5%,0
CC(C)[C@H](NS(=O)(=O)c1ccc2c(c1)OCCO2)C(=O)OCC(=O)Nc1cccc(Cl)c1Cl,2%,2%,8%,2%,-4%,0.5,0%,-10%,9
CC1(C)CC(NC(=O)c2cc(Cl)ccc2Cl)CC(C)(C)N1,-4%,2%,4%,-8%,-26%,-0.3,5%,-3%,3
Fc1ccc(Nc2ncnc3sc4c(c23)CCC4)cc1,3%,1%,11%,-2%,3%,-3.2,32µM*,0%,-2
Cc1ccc(OC(F)F)c(NC(=O)Nc2cccc(C(F)(F)F)c2)c1,-5%,14%,9%,-2%,-18%,-3.6,-13%,?,.
[2H]C(CCOS(N)(=O)=O)c1ccc(C(C)(C)C)cc1 (stereo not drawn),-6%,-6%,-7%,?,-6%,1.5,-17%,-9%,14
